Source: PubChem (The Scripps Research Institute Molecular Screening Center)
OXTR potentiate – human OXTR potentiation; P30559; CHO-OTR cells, Fluo-8 calcium fluorescence, potentiator mode; 0% = oxytocin EC15, 100% = EC100; activation, % at 3 µM; hit rate 0.061% among 320,000; AID 2445;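 active = activation above that plate's cutoff, the mean activation of tested compounds plus 3 SD, cut at about 6.6% in these data, passing the limit was not always enough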;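 note: 100% uses oxytocin at 75 nM as the full agonist control; some results filed as inactive read as strong as hits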
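Assay system: CHO cell line stably expressing human OTR | Also added: Oxytocin at about EC15, sub-maximal agonist stimulus | Times: Compound 6 min at room temperature before oxytocin, 100 s read | Measured by: Fluo-8 intracellular calcium fluorescence, ex 470-495, em 515-575 nm | Controls: EC15 oxytocin alone as 0%, 75 nM oxytocin as 100%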
TAAR1 antag – human TAAR1 antagonism; Q96RJ0; inhibition, % at 3 µM; AID 624466; CHO RD-HGA16 TAAR1, Fluo-8 calcium fluorescence, antagonist; hit rate 1.5% among 360,000;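 active = inhibition above a per-plate cutoff, the mean inhibition of test compounds on that plate plus 3 SD, cut at about 49% in these data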;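 note: 0% = DMSO plus EC80 beta-PEA response and 100% = DMSO alone without agonist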
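Test system – hTAAR1-expressing CHO RD-HGA16 cells, Gα16-coupled · Also added – β-PEA at EC80 concentration, post-compound challenge · Compound – 3 µM, single point · Incubation – dye loading 75 min at 37 °C, then 30 min room temperature · Measured by – Fluo-8 intracellular calcium dye fluorescence, real-time kinetic reads · Benchmarks – vehicle and agonist controls · Replicates – singlicate, one well per test compound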
CHRM1 PAM – potentiates human M1 receptor response to acetylcholine; P11229; CHO-K1 hM1, Fluo-8 calcium fluorescence, ACh EC20; 0% = ACh EC20, 100% = maximal ACh; activation, % at 3 µM; hit rate 0.088% among 360,000; in the data active = activation above about 19%, passing the limit was not always enough
Target sequence (P11229 whole entry, looked up): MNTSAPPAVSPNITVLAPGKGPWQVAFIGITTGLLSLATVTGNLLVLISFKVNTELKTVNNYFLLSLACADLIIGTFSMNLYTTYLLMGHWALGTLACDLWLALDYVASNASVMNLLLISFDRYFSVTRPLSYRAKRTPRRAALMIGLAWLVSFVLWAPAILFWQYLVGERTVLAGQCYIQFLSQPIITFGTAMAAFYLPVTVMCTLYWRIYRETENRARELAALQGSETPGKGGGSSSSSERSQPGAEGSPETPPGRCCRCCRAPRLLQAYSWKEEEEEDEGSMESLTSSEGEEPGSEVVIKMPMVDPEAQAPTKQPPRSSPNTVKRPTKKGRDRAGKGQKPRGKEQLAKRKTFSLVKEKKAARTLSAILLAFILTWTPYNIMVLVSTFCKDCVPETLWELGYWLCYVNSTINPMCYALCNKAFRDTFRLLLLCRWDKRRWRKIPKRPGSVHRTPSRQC
CHRM1 antagonist – blocks human M1 muscarinic receptor | P11229 | CHO-K1 hM1, Fluo-8 calcium fluorescence, ACh EC80 antagonist | inhibition, % at 3 µM | hit rate 1.3% among 360,000;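 active = percent inhibition above its own plate's cutoff, namely the mean of that plate's compound wells plus 3 SD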;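 note: peak over basal fluorescence ratio during 140 s after agonist addition; 0% = ACh EC80 plus DMSO and 100% = DMSO alone without agonist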
TAAR1 agonist – human TAAR1 agonism; Q96RJ0; CHO RD-HGA16 TAAR1, Fluo-8 calcium fluorescence; vehicle wells 0%, saturating PEA agonist 100%; activation, % at 3 µM; hit rate 0.99% among 360,000;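 active = activation above the mean activation of all test compounds in the run plus 3 SD, cut at about 38% in these data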
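Test system: RD-HGA16 (CHO) cells co-expressing Gα16 and hTAAR1 | Doses: Single dose, 3 µM | Schedule: 17-24 h seeding, 75 min 37 °C dye, 30 min RT | Evaluation: % activation from peak over basal fluorescence ratio, DMSO-to-PEA scaled | Technique: Kinetic Fluo-8 calcium fluorescence | Benchmarks: Low control DMSO, high control PEA (EC100)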
CHO parental Ca – counter-screen: ATP calcium response change in parental CHO cells; hit rate 0.63% among 330,000; inhibition, % at 5.6 µM; AID 463079; parental CHO-K1, ATP-induced calcium, Fluo-8 fluorescence;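 active = inhibition above that plate's mean sample inhibition plus 3 SD, cut at about 26% in these data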;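 note: 0% = ATP-challenged DMSO wells and 100% = DMSO wells without ATP; some compounds past the cut are filed as inactive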
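Material: parental CHO cells / Compound: single nominal dose of 5.6 µM per compound / Signal: Fluo-8 fluorescence / Replicates: singlicate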
OXTR agonist – agonists of human oxytocin receptor; P30559; CHO-OTR cells, Fluo-8 calcium fluorescence; normalized: DMSO 0%, oxytocin 100%; activation, % at 3 µM; hit rate 0.32% among 320,000;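 active = activation above the mean of all tested compounds plus 3 SD, cutoff set per screening run, cut at about 20% in these data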;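 note: peak over basal fluorescence ratio from a 100 s FLIPR kinetic read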
V1aR counter – counter-screen for oxytocin receptor agonists: human V1a receptor agonists; CHO-V1R cells, Fluo-8 calcium fluorescence, agonist mode; 0% DMSO, 100% 3 nM vasopressin; AID 2797; activation, % at 3 µM; hit rate 0.25% among 320,000;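 active = activation above the mean activation of all tested compounds plus 3 SD, per screening run, cut at about 20% in these data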;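 note: signal is peak over basal fluorescence ratio across a 100 second FLIPR read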
Target sequence (P37288 whole entry, looked up): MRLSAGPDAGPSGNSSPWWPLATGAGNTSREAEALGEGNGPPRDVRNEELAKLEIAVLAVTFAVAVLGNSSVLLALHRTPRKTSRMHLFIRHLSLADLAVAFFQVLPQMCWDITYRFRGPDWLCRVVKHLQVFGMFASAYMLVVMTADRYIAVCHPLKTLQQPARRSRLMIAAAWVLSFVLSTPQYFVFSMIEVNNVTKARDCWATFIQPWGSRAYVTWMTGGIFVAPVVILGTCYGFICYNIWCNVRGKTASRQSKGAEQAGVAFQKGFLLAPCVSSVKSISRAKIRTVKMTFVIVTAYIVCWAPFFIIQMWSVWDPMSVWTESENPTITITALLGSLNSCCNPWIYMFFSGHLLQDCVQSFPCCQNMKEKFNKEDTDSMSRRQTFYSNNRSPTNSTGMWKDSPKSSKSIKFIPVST
CHRM1 agonist – human M1 muscarinic receptor agonism; P11229; CHO-K1 hM1, Fluo-8 calcium fluorescence, agonist mode; 0% DMSO, 100% acetylcholine EC100; activation, % at 3 µM; hit rate 0.33% among 360,000; AID 588814;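 active = activation above the run's mean compound activation plus 3 SD, cut at about 16% in these data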;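 note: peak over basal fluorescence ratio within a 140 s kinetic read after compound addition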
* hit, by the source's call; / = not tested or not shown. Rows are unselected; overall some 3.7% were active at least once.

Order of values: OXTR potentiate, TAAR1 antag, CHRM1 PAM, CHRM1 antagonist, TAAR1 agonist, CHO parental Ca, OXTR agonist, V1aR counter, CHRM1 agonist
1	O=C(COC(=O)c1cc(S(=O)(=O)N2CCCCC2)ccc1N1CCOCC1)NCCc1ccc(F)cc1
  -25, -2, 7, -4, 4, -15, -2.2, -1.5, -3
2	Cn1cnc2cc(NC(=O)c3cccs3)ccc21
  -16, -11, 4, -3, 2, 6, -0.7, 0.9, -2
3	O=C1CC2(CCN(C(=O)COc3ccccc3F)CC2)Oc2ccccc21
  -2, -9, 0, -2, 2, -6, 0.7, 0.5, -2
4	Cc1ccc(S(=O)(=O)Nc2ccccc2C=NNC(=O)c2ccncc2)cc1
  /, -20, -1, -9, 3, /, /, /, -1
5	O=C(Nc1ccc(-c2csnn2)cc1)C1CC1
  -1, -8, 4, -5, 11, 1, -0.5, -1.3, -4
6	COc1ccc(OC)c(C2C(C(=O)c3cccs3)=C(O)C(=O)N2CCN2CCOCC2)c1 (configuration not stated)
  /, -9, 3, 0, 5, /, /, /, -2
7	Cc1ccc(C(=O)OC(C)CN2CCOCC2)cc1 (configuration not stated)
  1, -11, 3, -11, 2, -9, 0.2, -0.7, -7
8	CCN(C(=O)c1ccc2c(OC)n(CC)nc2c1)c1ccc(OC)cc1
  -3, 4, -4, 4, 5, -8, -0.3, -0.2, 2
9	CC(=O)Nc1cc(-c2ccc(C(=O)N3CCOCC3)cc2)cn2c(-c3ccc(S(C)(=O)=O)cc3)cnc12
  /, -1, -4, 3, 1, /, /, /, -1
10	Cc1c2ccccc2c(C)c2c1ccc1ccccc12
  -4, -27, -2, -11, 1, -17, -1.9, 0.6, -3
11	NC(CCCCCP(=O)(c1ccccc1)c1ccccc1)C(=O)O (configuration not stated)
  2, /, /, /, /, -8, 0.2, 0.6, /
12	COc1cc(C(=O)NCc2nnc(SCC(=O)NCc3ccco3)o2)cc(OC)c1OC
  -4, -12, 0, 5, 0, -11, 0.0, 0.7, -1
13	COc1cccc(-c2c(C(=O)N/N=C/c3cccs3)nnn2-c2nonc2N)c1
  -8, /, 8, -9, /, -14, 21*, 28*, 44*
14	Clc1ccc(CN2C3=NCCN3c3ccccc32)cc1
  -5, -1, -4, -18, 4, -24, 4.2, 2.2, -8
15	CCOc1ccc(CC(=O)Nc2cccc(-c3ccc4nnc(C)n4n3)c2)cc1
  2, -4, -8, 7, -1, -10, -1.6, -0.6, -2
16	CS(=O)(=O)C1=C(O)C(=O)N(CCCC(=O)O)C1c1ccccc1F (configuration not stated)
  2, 14, 6, 3, 10, -11, 0.8, 0.5, -2
17	Cc1ccnc(NC(=O)Cn2cc([N+](=O)[O-])cn2)c1
  -3, 3, 2, -5, 2, -2, 0.7, 1.1, -6
18	COc1ccc(C(=O)CSc2n[nH]c(C)n2)cc1[N+](=O)[O-]
  -14, 12, 7, 5, 14, -14, 0.8, 1.4, -11
19	CCCOP(=O)(c1ccc(N(C)C)cc1)C(O)c1ccncc1 (configuration not stated)
  2, -14, 1, 2, 12, -4, -0.3, 0.8, -3
20	Cc1ccc(SCc2cn3c(C)csc3n2)cc1
  -9, 0, 0, -1, 1, -16, -0.1, 2.3, -6
21	CCN1/C(=C/C(=O)c2ccco2)Sc2ccccc21
  -1, 2, 9, -11, 17, -27, -2.3, -1.5, -3
22	O=C(CSc1nc2ccccc2c(=O)n1-c1ccc(SC(F)F)cc1)Nc1ccc(N2CCOCC2)cc1
  2, -4, 6, -4, 7, -16, -0.3, -0.3, -3
23	Cc1[nH]c2ccccc2c1C(O)c1ccncc1 (configuration not stated)
  -5, 8, 8, -3, 3, -1, 0.8, 0.5, -5
24	O=C(CN1CCCCC1)NCCNc1ccc(C(F)(F)F)cc1[N+](=O)[O-]
  -6, -18, -5, -3, 10, -21, 1.9, 0.8, -7
25	Cc1ccc2nc(-c3ccc4c(c3)NC(=O)CO4)cn2c1
  2, 1, 11, -14, 9, 4, -1.4, 1.9, -1
26	Cc1cccc(-c2nc(Nc3ccc(O)cc3)c3ccccc3n2)c1
  -1, 16, 20, -12, -1, -11, 1.2, 3.6, -1
27	CCc1ccc(CNC(=O)C2CCCN(S(=O)(=O)N3CC(C)CC(C)C3)C2)cc1 (configuration not stated)
  2, -14, -10, 25, 0, -30, -1.1, -0.2, -4
28	CCN(CC)CCN1C(=O)C(=O)/C(=C(/O)c2ccc(OC)c(OC)c2)C1c1ccccn1 (configuration not stated)
  -6, -14, 2, 0, 2, -7, 0.4, 0.8, -7
29	CC(=O)NS(=O)(=O)c1ccc(NC(=S)NC(=O)Cc2ccccc2)cc1
  2, -9, -2, 17, 7, 4, 1.1, 0.5, -4
30	COc1cccc(C(=O)NCCCNC(=O)c2ccco2)c1
  -6, -7, 5, -8, -3, -2, 0.8, 0.8, -4
31	O=C(Cc1ccc(F)cc1)N1CCN=C1SCc1ccc([N+](=O)[O-])cc1
  -15, -7, -1, -10, 7, 2, 1.4, 4.0, -7
32	O=C(c1sccc1-n1cccc1)N1CCCC1
  1, -5, 5, 1, 8, -17, -1.1, 0.4, -3
33	N=C1S/C(=C\c2cn[nH]c2-c2ccc(F)cc2)C(=O)N1c1ccccc1F
  5, -11, 3, -4, 7, -7, 1.2, 0.3, 1
34	O=C(CN1C(=O)COc2ccccc21)N(Cc1cccnc1)Cc1ccccc1F
  -12, /, -12, 23, /, -19, 1.4, 1.5, 0
35	Cc1ccc(-n2c(-c3ccc(Br)cc3)n[nH]c2=S)c(C)c1
  /, -2, -3, 0, 1, /, /, /, -4
36	O=C(N/N=C/c1sc(=O)n(-c2ccccc2)c1Cl)c1ccncc1
  -6, 17, -3, 1, 10, -11, 1.4, 1.7, -7
37	Cn1cccc1Cc1nnc(SCC(=O)NC2CCCC2)n1-c1ccc(F)cc1
  5, -1, 1, -5, -1, -8, -1.5, -0.4, -6
38	Cc1cc2[nH]c(=O)c(=O)[nH]c2cc1S(=O)(=O)NC1CCC(C)CC1 (configuration not stated)
  -5, -21, 1, -6, 9, 1, 0.9, 0.6, -1
39	O=C(Nc1nnc(C2=COCCO2)o1)c1ccc(S(=O)(=O)N2CCCCC2)cc1
  -8, -2, 1, 1, 3, -4, -0.6, -0.1, -5
40	Cc1ccnc(SCc2cc(=O)c(OC(=O)c3ccc(Br)o3)co2)n1
  -9, -12, 8, -7, 4, -2, 0.1, 0.4, 2
41	O=C1CN(C(=O)COC(=O)C2=COCCO2)c2ccccc2N1
  -4, -2, 6, 1, 6, -4, 0.1, 0.3, -2
42	CC(=O)NC12CC3CC(C1)CC(C(=O)OCC(=O)c1ccc4c(c1)OCCO4)(C3)C2
  -17, 29, 0, -7, 14, -25, 6.0, 5.2, 1
43	Cc1csc(SCC(=O)Nc2nc3ccccc3s2)n1
  -15, 4, -3, -24, 12, -30, -0.2, 1.2, 0
44	CCOC(=O)c1sc(NC(=O)CSc2nnnn2-c2ccc(C)c(C)c2)nc1C
  -3, 2, 7, -11, 0, 7, 1.0, 1.1, -5
45	COC(=O)CN1C(=O)C(O)(CC(=O)c2ccc(C)o2)c2ccccc21 (configuration not stated)
  -5, -12, 10, -19, 9, 0, -0.1, 0.9, -1
46	CCC(CC)C(=O)c1c[nH]c(C(=O)NCCOC)c1
  -26, 3, 0, 12, 2, 0, 0.6, -0.1, -3
47	CCC(CC)C(=O)Nc1nnc(SCC(=O)NC(C)(C)C)s1
  7, 4, 5, 1, 0, -12, -0.4, 0.2, -4
48	NC(=O)c1c(NC(=O)c2ccc(F)cc2)sc2c1CCC2
  -3, 11, -1, 1, 0, -21, -2.1, -1.4, 3
49	COC(=O)c1cc(NC(=O)/C=C/c2ccccc2)ccc1O
  -3, 18, /, /, -2, -24, -2.5, -1.2, /
50	NC(=O)N1CCc2ccccc21
  -1, 9, 7, -1, 0, -13, 0.1, 0.7, -3
51	Cc1cc(/C=C\c2ccccc2)nc2ccccc12
  -7, 0, -6, 15, 6, -27, -2.4, -0.4, -1
52	Cc1ccccc1NC(=O)CSc1nnc(-c2ccco2)n1N
  -8, -8, 9, -8, 5, -10, 0.3, -1.0, 0
53	O=C(c1ccc(F)cc1)c1cn(Cc2ccc(F)cc2)c2cc3c(cc2c1=O)OCCO3
  -8, 10, 5, -4, 1, 1, 0.5, 0.8, -2
54	Cc1ccc(-c2noc(CCCOc3ccc(Cl)cc3Cl)n2)cc1
  -2, -19, 8, 0, 5, -8, 1.0, 1.9, 2
55	CC1CCCCC1NC(=S)Nc1ccc(Cl)cc1Cl (configuration not stated)
  -17, -19, -12, 21, 0, 5, -2.8, 3.1, -5
56	O=C(CSc1ccsc1[N+](=O)[O-])NCc1ccco1
  0, 7, 11, -11, 2, 0, -0.6, 0.1, -5
57	CCN1CCCC1CNC(=O)CCc1nnc(CCC2CCCCC2)o1 (configuration not stated)
  -15, 4, 5, -6, 0, -16, -1.2, 0.7, -7
58	Cc1ccc(C)c(NC(=O)CCN2CCC(C)CC2)c1
  -8, -10, 14, -18, 6, -3, -0.4, 0.1, -6

Marked active in CHRM1 agonist (from the list above):
| nr | structure | OXTR potentiate | TAAR1 antag | CHRM1 PAM | CHRM1 antagonist | CHRM1 agonist |
| --- | --- | --- | --- | --- | --- | --- |
| 13 | COc1cccc(-c2c(C(=O)N/N=C/c3cccs3)nnn2-c2nonc2N)c1 | -8 | / | 8 | -9 | 44* |
